EZH2 inh = inhibitors of human EZH2/PRC2 methyltransferase; AID 651548; 0.35% of 57,000 active; PRC2 H3K27 methylation, DELFIA TRF, 1 h; inhibition, % at 12.5 µM;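 active means mean inhibition of replicates at least 50% and every single replicate also reaching 50%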;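 further: dimethyl H3K27 on biotinylated H3 21-44 peptide detected by antibody; plate controls were median neutral control wells for no effect and median positive control wells for full effect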
Target sequence (Q15910 whole entry, looked up): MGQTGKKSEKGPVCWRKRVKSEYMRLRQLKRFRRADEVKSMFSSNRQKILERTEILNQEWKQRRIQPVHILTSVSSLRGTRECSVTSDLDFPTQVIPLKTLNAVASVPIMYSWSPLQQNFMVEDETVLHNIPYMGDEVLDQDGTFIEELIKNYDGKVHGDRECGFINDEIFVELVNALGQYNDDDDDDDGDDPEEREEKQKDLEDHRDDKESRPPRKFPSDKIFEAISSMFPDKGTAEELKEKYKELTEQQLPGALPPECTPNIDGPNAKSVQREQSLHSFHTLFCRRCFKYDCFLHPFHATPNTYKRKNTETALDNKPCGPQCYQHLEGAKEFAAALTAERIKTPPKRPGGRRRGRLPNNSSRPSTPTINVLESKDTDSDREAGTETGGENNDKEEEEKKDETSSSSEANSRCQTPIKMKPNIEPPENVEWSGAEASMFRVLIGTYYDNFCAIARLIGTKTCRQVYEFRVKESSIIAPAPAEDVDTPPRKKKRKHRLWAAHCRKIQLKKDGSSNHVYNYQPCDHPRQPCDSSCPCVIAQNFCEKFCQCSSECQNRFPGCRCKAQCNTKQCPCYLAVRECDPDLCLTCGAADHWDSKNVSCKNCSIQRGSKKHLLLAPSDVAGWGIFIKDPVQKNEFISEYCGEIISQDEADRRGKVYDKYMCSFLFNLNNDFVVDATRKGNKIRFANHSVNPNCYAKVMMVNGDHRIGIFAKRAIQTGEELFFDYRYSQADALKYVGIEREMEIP
IDH1 mut inh = IDH1 R132H (human) inhibition. O75874. IDH1 R132H reductase, diaphorase/resazurin fluorescence, 60 min. inhibition, % at 10 µM. 0.18% of 70,000 active. AID 624101; in the data active means inhibition above about 34%;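 further: 0% = DMSO and 100% = no enzyme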
The depositor's hits bear a star; / = no result given; & = joins results of further samples. A portion of the library; the hit share may differ from the screen's.

SMILES	EZH2 inh	IDH1 mut inh
O=C(c1ccccc1)c1nn(-c2ccc(Cl)cc2)ccc1=O	-17	-0.6
COc1ccc(S(=O)(=O)N(C)C[C@H]2Oc3c(NC(=O)c4cc(C)nn4C)cccc3C(=O)N([C@@H](C)CO)C[C@H]2C)cc1	/	0.4
O=C(C[C@@H]1CC[C@@H](NC(=O)Nc2ccc(C(F)(F)F)cc2)[C@@H](CO)O1)NCc1cccc(F)c1	-6	0.0
C[C@@H]1CN([C@H](C)CO)C(=O)c2cc(-c3cncnc3)cnc2O[C@H]1CN(C)C(=O)Nc1ccc2c(c1)OCO2	/	0.2
COCC(=O)N1C[C@@H](C)[C@@H](OC)CN(C)C(=O)c2ccc(NC(=O)c3cc(C)on3)cc2OC[C@H]1C	2	-0.3
C[C@H]1CN([C@@H](C)CO)C(=O)c2cc(NC(=O)CCCN(C)C)ccc2O[C@@H]1CN(C)S(=O)(=O)c1cn(C)cn1	/	2.9
C=CCNC(=O)[C@H]1[C@@H]2C(=O)O[C@@H](c3ccccc3)[C@@H](c3ccccc3)N2[C@@H](c2ccc(O)cc2)[C@]12C(=O)Nc1ccc(C#CCCO)cc12	-25	-0.4
C[C@@H]1CN([C@H](C)CO)S(=O)(=O)c2ccc(-c3cncnc3)cc2O[C@@H]1CN(C)Cc1ccncc1	-28	21
CCCNC(=O)C[C@H]1C[C@@H]2c3cc(N(C)C)ccc3O[C@@H]2[C@H](CO)O1	11	-3.0
C[C@H]1CN([C@@H](C)CO)C(=O)c2cccc(NC(=O)C3CCCCC3)c2O[C@H]1CN(C)C(=O)Nc1cccc2ccccc12	-11	/
C/C=C/c1cnc2c(c1)C(=O)N([C@@H](C)CO)C[C@@H](C)[C@@H](CN(C)C(=O)NCCC)O2	-12	1.8
COc1ccccc1S(=O)(=O)N(C)C[C@H]1Oc2cc(/C=C/c3ccccc3)ccc2S(=O)(=O)N([C@H](C)CO)C[C@@H]1C	-13	-0.3
O=C(C[C@@H]1C[C@@H]2c3cc(NS(=O)(=O)c4ccc(F)cc4)ccc3O[C@@H]2[C@H](CO)O1)NCc1ccc(-c2ccccc2)cc1	17	-0.4
CO[C@H]1CN(C)C(=O)c2cc(C#N)ccc2OC[C@H]2O[C@@H](CC[C@@H]2OC)CCN(C)C(=O)[C@H]1C	3	-0.1
COc1ccc(NC(=O)Nc2ccc3c(c2)[C@@H]2C[C@H](CC(=O)NCc4ccc5c(c4)OCO5)O[C@@H](CO)[C@@H]2O3)cc1	-4	0.4
C[C@@H]1CN([C@H](C)CO)S(=O)(=O)c2ccc(-c3cncnc3)cc2O[C@H]1CN(C)C	18	2.7
C/C=C/c1ccc2c(c1)O[C@H](CN(C)C(=O)Cc1cccnc1)[C@@H](C)CN([C@H](C)CO)S2(=O)=O	2	9.7
C[C@@H]1CCCCO[C@H](CN(C)C(=O)c2ccncc2)[C@H](C)CN([C@@H](C)CO)C(=O)c2cc(NS(=O)(=O)c3ccc(F)cc3)ccc2O1	/	6.8
CSc1ncc(Cl)c(C(=O)Nc2nnc(SCc3ccccc3)s2)n1	-1	0.3
CCn1c2ccccc2c2cc(NC(=O)Cc3ccccc3[N+](=O)[O-])ccc21	2	0.0
C[C@@H]1CN([C@@H](C)CO)S(=O)(=O)c2ccc(Br)cc2O[C@@H]1CN(C)Cc1cccnc1	-12&13	0.1
C[C@@H]1CN([C@@H](C)CO)C(=O)c2cc(C#CC3CC3)cnc2O[C@H]1CN(C)S(C)(=O)=O	-18	/
Cc1ccc(S(=O)(=O)N(C)C[C@H]2Oc3cc(Br)ccc3S(=O)(=O)N([C@H](C)CO)C[C@@H]2C)cc1	8&16	1.8
Cc1ccc(-c2noc(CCC(=O)Nc3ccccc3[N+](=O)[O-])n2)cc1	18	0.7
CC(C)NC(=O)N(C)C[C@H]1Oc2cc(C#Cc3cccc(F)c3)ccc2S(=O)(=O)N([C@H](C)CO)C[C@@H]1C	-18	0.9
CCn1c2ccccc2n2c(SC(C)C(=O)O)nnc12 (centres undefined)	13	4.8
CO[C@@H]1CN(C)C(=O)c2cc(NC(=O)C3CC3)ccc2OC[C@H](C)N(Cc2cc(F)ccc2F)C[C@H]1C	13	-0.3
CC(NC(=O)c1ccccc1NC(=O)c1ccccc1)C(=O)N1CCOCC1 (centres undefined)	19	0.7
CC(C)NC(=O)N(C)C[C@H]1OCCCC[C@@H](C)Oc2ccc(NS(=O)(=O)c3cn(C)cn3)cc2C(=O)N([C@@H](C)CO)C[C@@H]1C	/	4.4
C[C@H](CO)N1C[C@H](C)[C@@H](CN(C)Cc2cncnc2)Oc2ncc(C#C[C@@H](C)O)cc2C1=O	6	-2.3
Cc1cc(C(F)(F)F)nc(SCc2cccc(C(=O)O)c2)n1	-7	0.5
CCC(=O)Nc1ccc2c(c1)C(=O)N(C)C[C@@H](OC)[C@@H](C)CN(C(=O)C1CC1)[C@@H](C)CO2	5	0.0
CN1CCN(C(=O)c2ccccc2N(Cc2ccccc2)S(C)(=O)=O)CC1	-4	0.1
C[C@@H]1CN([C@@H](C)CO)S(=O)(=O)c2ccc(-c3cccnc3)cc2O[C@@H]1CN(C)C(=O)C1CC1	-18	/
COc1ccc(NC(=O)Nc2cccc3c2O[C@@H](CN(C)C(=O)Nc2ccccc2)[C@H](C)CN([C@@H](C)CO)C3=O)cc1	/	1.6
Cc1noc(C)c1S(=O)(=O)N(C)C[C@@H]1Oc2ccc(NC(=O)Nc3ccc(F)cc3)cc2CC(=O)N([C@H](C)CO)C[C@H]1C	/	0.8
Cc1noc(C)c1NC(=O)N(C)C[C@@H]1Oc2c(NC(=O)NC3CCCCC3)cccc2C(=O)N([C@@H](C)CO)C[C@H]1C	/	-1.7
COC(=O)C[C@H]1C=C[C@@H](NS(=O)(=O)c2ccccc2F)[C@H](CO)O1	8	0.0
C[C@@H]1CN([C@H](C)CO)C(=O)c2cccc(NC(=O)NC3CCCCC3)c2O[C@H]1CN(C)C(=O)Nc1cccc2ccccc12	-30	0.9
C[C@H]1CN([C@@H](C)CO)C(=O)c2cc(-c3ccccc3F)cnc2O[C@@H]1CN(C)C(=O)C1CCC1	-11	-0.3
CO[C@@H]1CN(C)C(=O)c2cc(NC(=O)C3CCCCC3)ccc2OC[C@@H](C)N(C)C[C@H]1C	0	-0.3
COCC(=O)N(C)C[C@H]1Oc2cc(C#CC(C)C)ccc2S(=O)(=O)N([C@H](C)CO)C[C@@H]1C	8	-0.6
C[C@@H]1CCCCO[C@@H](CN(C)C(=O)Nc2ccccc2)[C@H](C)CN([C@@H](C)CO)C(=O)c2cc(NS(C)(=O)=O)ccc2O1	/	1.6
CCCNC(=O)Nc1ccc2c(c1)OC[C@@H](C)N(Cc1cccnc1)C[C@@H](C)[C@H](OC)CN(C)C2=O	-1	-0.5
CC(C)NC(=O)Nc1ccc2c(c1)C(=O)N([C@@H](C)CO)C[C@@H](C)[C@H](CN(C)C(=O)NC(C)C)OCCCC[C@@H](C)O2	-9	-1.0
C[C@@H]1CCCCO[C@@H](CN(C)C(=O)Nc2ccc(F)cc2)[C@@H](C)CN([C@H](C)CO)C(=O)c2cc(NC(=O)Nc3ccccc3)ccc2O1	/	0.5
COCC#Cc1cnc2c(c1)C(=O)N([C@H](C)CO)C[C@H](C)[C@H](CN(C)C(=O)NC1CCCC1)O2	1	-2.5
O=C(Nc1ccc(Cl)cc1C(=O)NCCO)c1ccc(Cl)cc1Cl	-7	1.2
CS(=O)(=O)N(CC(=O)NC1CCCCC1)c1ccc2c3c(cccc13)CC2	-8	-0.3
CC(=O)OC[C@]12CCC(C)=CC1O[C@@H]1[C@H](O)[C@@H](O[C@H]3O[C@H](CO)[C@@H](O)[C@H](O)[C@H]3O)[C@@]2(C)C12CO2 (some centres undefined)	-19	-0.5
C[C@@H]1CCCCO[C@H](CN(C)S(C)(=O)=O)[C@@H](C)CN([C@H](C)CO)C(=O)c2cc(NS(=O)(=O)c3cn(C)cn3)ccc2O1	/	-0.5
CO[C@@H](C(=O)N(C)C[C@@H]1OCc2ccccc2-c2ccccc2C(=O)N([C@H](C)CO)C[C@@H]1C)c1ccccc1	-2	-0.4
C[C@H]1CN([C@@H](C)CO)C(=O)c2cccc(NC(=O)C3CC3)c2O[C@@H]1CN(C)C	3	0.4
C[C@@H]1CN([C@@H](C)CO)C(=O)c2cc(NC(=O)Nc3ccc(C(F)(F)F)cc3)ccc2O[C@H]1CN(C)Cc1ccccc1	-15	/
COc1ccc(S(=O)(=O)Nc2ccc3c(c2)CC(=O)N([C@H](C)CO)C[C@@H](C)[C@@H](CN(C)Cc2ccc(Cl)c(Cl)c2)O3)cc1	/	0.6
C[C@H](CO)N1C[C@H](C)[C@H](CN(C)CC2CC2)OCCCC[C@H](C)Oc2ccc(NC(=O)Nc3ccc(F)cc3)cc2C1=O	-50	/
C[C@H]1CN([C@@H](C)CO)C(=O)c2cc(C#Cc3ccccc3F)cnc2O[C@H]1CN(C)C(=O)C1CC1	14	0.2
O=C(NCc1ccco1)c1ccc(NC(=O)c2cccs2)cc1	-3	0.2
CS(=O)(=O)N(CC(=O)Nc1cc(C(F)(F)F)ccc1Cl)c1ccc(I)cc1	12	0.0
CNC[C@@H]1OCCCC[C@H](C)Oc2ccc(NC(=O)C3CCCCC3)cc2C(=O)N([C@H](C)CO)C[C@@H]1C	7	0.3

Two entries from above in another layout:
C[C@H]1CN([C@@H](C)CO)C(=O)c2cccc(NC(=O)C3CC3)c2O[C@@H]1CN(C)C
  EZH2 inh: 3
  IDH1 mut inh: 0.4
C[C@@H]1CN([C@@H](C)CO)C(=O)c2cc(NC(=O)Nc3ccc(C(F)(F)F)cc3)ccc2O[C@H]1CN(C)Cc1ccccc1
  EZH2 inh: -15
  IDH1 mut inh: /

Back to the main list, repeating the three entries before the break.
SMILES	EZH2 inh	IDH1 mut inh
O=C(NCc1ccco1)c1ccc(NC(=O)c2cccs2)cc1	-3	0.2
CS(=O)(=O)N(CC(=O)Nc1cc(C(F)(F)F)ccc1Cl)c1ccc(I)cc1	12	0.0
CNC[C@@H]1OCCCC[C@H](C)Oc2ccc(NC(=O)C3CCCCC3)cc2C(=O)N([C@H](C)CO)C[C@@H]1C	7	0.3
O=C(NC1CC1)C1=C[C@H](c2coc3ccccc3c2=O)C[C@H](OCCCCO)O1	-4	/
O=C(CSCc1nc2ccccc2[nH]1)Nc1cccc(C(F)(F)F)c1	-17	-0.2
N#CCCN(CCC#N)C(=O)c1cccc([N+](=O)[O-])c1	9	0.1
O=C(Nc1cc(Cl)cc(Cl)c1)N1CCC(n2cccc2)CC1	-21	3.1
COc1ccccc1CNC(=O)C[C@H]1CC[C@@H](NC(C)=O)[C@@H](CO)O1	-11	-0.3
C[C@@H](O)C#Cc1ccc2c(c1)O[C@@H](CN(C)Cc1cccnc1)[C@@H](C)CN([C@@H](C)CO)S2(=O)=O	3	3.4
C[C@H](CO)N1C[C@H](C)[C@@H](CN(C)Cc2ccncc2)Oc2ccc(NC(=O)CCCN(C)C)cc2CC1=O	2	4.1
Cc1ccc(S(=O)(=O)Nc2cccc3c2O[C@H](CN(C)C)[C@@H](C)CN([C@H](C)CO)C3=O)cc1	-7	0.0
C[C@@H]1CN([C@H](C)CO)C(=O)c2cc(Br)cnc2O[C@@H]1CN(C)C(=O)c1cccnc1	-2	-2.7
C[C@@H]1CN([C@@H](C)CO)C(=O)Cc2cc(NC(=O)NC3CCCCC3)ccc2O[C@@H]1CN(C)CC1CCCCC1	-4	/
C[C@H](CO)N1C[C@H](C)[C@@H](CN(C)S(=O)(=O)c2ccc(F)cc2)Oc2cc(C#Cc3ccncc3)ccc2S1(=O)=O	1	0.2
O=C(CSc1nnc2n(-c3ccccc3)c3ccccc3n12)Nc1ccc(Cl)cc1	-1	0.6
C[C@H](CO)N1C[C@H](C)[C@@H](CN(C)C(=O)c2ccc(F)cc2)Oc2ncc(C#CCN(C)C)cc2C1=O	5	-0.3
C[C@H](CO)N1C[C@H](C)[C@@H](CN(C)Cc2ccncc2)Oc2c(NC(=O)C3CCCCC3)cccc2C1=O	-11	3.5
COc1ccc([N+](=O)[O-])cc1NC(=O)C(CC(C)C)N1C(=O)c2ccccc2C1=O (centres undefined)	8	-0.5
COc1ccc(-c2ccc3c(c2)O[C@H](CN(C)Cc2cccnc2)[C@@H](C)CN([C@H](C)CO)S3(=O)=O)cc1	39	-1.7
C[C@H](CO)N1C[C@H](C)[C@@H](CN(C)Cc2cccnc2)Oc2ncc(C#Cc3ccccn3)cc2C1=O	8	0.0
Cc1noc(C)c1S(=O)(=O)N(C)C[C@@H]1OCCCC[C@@H](C)Oc2ccc(N(C)C)cc2C(=O)N([C@H](C)CO)C[C@H]1C	2	0.2
Cc1nc(S(=O)(=O)N[C@@H]2CCN(Cc3ccc(OCCO)cc3)C2)cn1C	4	/
Cc1ccc(-c2cnc3c(c2)C(=O)N([C@@H](C)CO)C[C@@H](C)[C@@H](CN(C)S(C)(=O)=O)O3)cc1	11	2.7
C[C@@H]1CN([C@@H](C)CO)C(=O)c2cc(C#CCC3CCCC3)cnc2O[C@@H]1CN(C)Cc1ccccn1	-15	1.7
CC(C)NC(=O)Nc1ccc2c(c1)C(=O)N([C@H](C)CO)C[C@H](C)[C@@H](CN(C)Cc1ccccc1)OCCCC[C@H](C)O2	1	1.6

Shown with values under each structure: 2 of the compounds above.
Results follow in this order: EZH2 inh	IDH1 mut inh
> Cc1ccc(-c2noc(CCC(=O)Nc3ccccc3[N+](=O)[O-])n2)cc1
  18	0.7
> CC(C)NC(=O)N(C)C[C@H]1Oc2cc(C#Cc3cccc(F)c3)ccc2S(=O)(=O)N([C@H](C)CO)C[C@@H]1C
  -18	0.9

Source: PubChem (Broad Institute)
